Screening data deposited in PubChem by National Center for Advancing Translational Sciences (NCATS).
Shiga inhibitor – Shiga toxin inhibition | Vero cells, Shiga toxin protein synthesis inhibition reporter | inhibition, % at 38.7 µM | hit rate 9.2% among 290,000; in the data active = inhibition mostly above about 28%, no sharp cut-off; inactive = mostly below about 43%; also: 0% is about no effect
Pf growth 96h – P. falciparum growth inhibition at 96 hour, primary screen for plastid delayed-death inhibitors. AID 504834. P. falciparum luciferase reporter growth, 96 h. Potency, µM (series often up to 28.7 µM), for the others: at the highest dose activity change, negative = inhibition, usual class: inhibitors. hit rate 6.9% among 320,000; also: potency is read from the fitted curve at half-maximal effect; % is scaled to controls: 0 for no effect and ±100 for the full control effect
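Compounds incubated with erythrocytes infected by luciferase-expressing P. falciparum (2% hematocrit, 0.05% parasitemia final) for 96 hours, 37 C in 5% CO2. Growth inhibition scored as decreased luciferase luminescence.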
Pf growth 48h – inhibits P. falciparum growth in the first generation, 48 h. Potency, µM (highest dose often 28.7 µM), for the others: at the top dose activity change, negative = inhibition, actives largely listed as inhibitors. AID 504832. P. falciparum luciferase growth in erythrocytes, 48 h. hit rate 5.9% among 310,000; also: potency is read from the fitted curve at half-maximal effect; % is scaled to controls: 0 for no effect and ±100 for the full control effect
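Erythrocytes infected with P. falciparum carrying an integrated firefly luciferase reporter (2% hematocrit, 0.1% parasitemia final) were exposed to compounds in RPMI 1640 with 0.5% Albumax at 37 C, 5% CO2. Growth inhibition was scored as reduced luminescence.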
Sm TGR block – inhibitors of Schistosoma mansoni thioredoxin glutathione reductase | Q962Y6 | purified TGR, DTNB reduction, TNB absorbance 405 nm | Potency, µM (top dose mostly 114 µM), for inactives: at the highest dose activity change, negative = inhibition, actives largely listed as inhibitors | hit rate 3% among 360,000 | AID 485364; also: potency is read from the fitted curve at half-maximal effect; % is scaled to controls: 0 for no effect and ±100 for the full control effect; nearly all actives have a fitted effect of over 60% in size
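Kinetic colorimetric format: TGR-catalysed, NADPH-driven DTNB reduction monitored via TNB absorbance. Enzyme dispensed at 20 nM; compound exposure 15 min at room temperature before reaction start.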
Cycloheximide cs – affects cycloheximide protein synthesis inhibition readout, counter-screen | max response, % | hit rate 12% among 300,000 | cell reporter, cycloheximide protein synthesis inhibition counterscreen | AID 2314; in the data active = max response mostly above about 13%, no sharp cut-off; inactive = mostly below about 14%; also: read at 38.3 µM for the half of the compounds with a filed dose; 0% is about no effect
FBPA Giardia inh – blocks Giardia fructose-bisphosphate aldolase activity; purified Giardia FBPA; Potency, µM (series often up to 59.6 µM), inactives show top-dose activity, negative = inhibition, most hits filed as inhibitors; hit rate 0.71% among 290,000; AID 2451; also: potency is read from the fitted curve at half-maximal effect; % is scaled to controls: 0 for no effect and ±100 for the full control effect; nearly all actives have a fitted effect of over 55% in size
Target sequence (A8B2U2 whole entry, looked up): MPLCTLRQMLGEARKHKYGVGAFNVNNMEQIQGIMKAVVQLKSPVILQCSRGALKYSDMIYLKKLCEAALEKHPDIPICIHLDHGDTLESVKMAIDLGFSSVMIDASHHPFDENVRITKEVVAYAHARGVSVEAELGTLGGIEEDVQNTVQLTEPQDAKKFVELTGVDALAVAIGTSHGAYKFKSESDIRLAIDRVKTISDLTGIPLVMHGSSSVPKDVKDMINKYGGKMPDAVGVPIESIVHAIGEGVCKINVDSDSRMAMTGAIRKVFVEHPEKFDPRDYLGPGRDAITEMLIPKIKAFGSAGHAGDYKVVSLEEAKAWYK
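Giardia FBPA (40 nM reagent) was preincubated 10 min at RT with compound (up to 57.5 uM final), then substrate plus GAPDH/TPI/NAD/arsenate coupling system with diaphorase/resazurin was added; resorufin fluorescence (525/598 nm) was read after 20 min.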
An asterisk follows results filed as active; ? = inconclusive; . = no result given; & = joins results of further samples; [ ] = another dose, or the depositor's remark. Unless noted, calls follow the shape of the dose curve; as a rule, active = well fitted curve in the direction sought with a large enough effect; inconclusive = small, poorly fitted or top-dose-only effect, or another doubt; inactive = no such curve, though single readings can be large; an effect the other way counts as inactive or inconclusive.

SMILES	Shiga inhibitor	Pf growth 96h	Pf growth 48h	Sm TGR block	Cycloheximide cs	FBPA Giardia inh
COc1ccccc1NC(=O)O/N=C(\N)c1ccccc1	24	-3%	8%	-9%	10	-1%
COc1ccc(N2CCN(C(CNC(=O)CC(C)(C)C)c3ccc4c(c3)OCO4)CC2)cc1 (stereo not drawn)	-13	?	?	-7%	-6	-6%
CCCCS(=O)(=O)C1CCS(=O)(=O)C1 (stereo not drawn)	-1	59%[activator]	32%[activator]	4%	-3	6%
Cc1ccccc1NC(=O)Nc1cc(-c2ccccc2)nn1C	82*	68%[activator]	42%[activator]	0%	36*	5%
Cc1c(C(=O)OCC(=O)N2CCC(C)CC2)oc2ccccc12	.	81%[activator]	66%[activator]	1%	.	.
COc1ccc(C)cc1S(=O)(=O)N1CCc2ccccc2C1	-2	?	3%	0%	-2	-3%
COc1ccc2c(c1OC)CN(C)CCc1cc3c(cc1C(O)C2)OCO3 (stereo not drawn)	-3	-1%	31%[activator]	-1%	-3	5%
CN(Cc1ccccc1F)C(=O)CN1CCN(S(=O)(=O)c2ccc3c(c2)OCCCO3)CC1	.	?	?	-2%	.	.
COc1cccc(NC(=O)Cn2c3ccccc3c3nc4n(c(=O)c32)CCCS4)c1	15	-18%	?	1%	13	.
COc1cc(C2C(C(=O)N3CCOCC3)=C(C)NC3=C2C(=O)CCC3)ccc1OC(C)=O (stereo not drawn)	7	.	-16%	-25%	-1	-29%
COc1ccc2c(c1)-c1c(sn(-c3ccc(OC)c(OC)c3)c1=S)C(C)(C)N2	-15	10µM*	?	-2%	-2	-10%
CC(=O)Nc1ccc(S(=O)(=O)NCCC(=O)N2CCc3ccccc32)cc1	-10	-15%	3%	-12%	6	0%
CCCn1nnnc1-c1cccc(Cl)c1	-16	0%	32%[activator]	11%	-2	4%
COC(=O)c1ccc(NC(=O)CCC(=O)c2ccc(F)cc2)cc1	2	22%	35%[activator]	1%	-1	1%
Cc1nc2sc(-c3ccccc3)cc2c(=O)[nH]1	40	131%[activator]	.	-4%	19*	4%
CC(=C/c1ccccc1)/C=N/N1CCN(Cc2ccc(C)cc2)CC1	-1	48%[activator]	31%[activator]	-4%	-2	1%
CC1CCCC(C)N1/N=C/c1ccc(N(C)C)cc1 (stereo not drawn)	24	6%	1%	3%	12	-3%
Cc1ccc(C(=O)C2=C(O)C(=O)N(CCCn3ccnc3)C2c2ccc(OC(C)C)cc2)o1 (stereo not drawn)	10	23%	35%[activator]	-17%	-3	-8%
Cc1c(C(=O)Nc2ccc(C(=O)Nc3ccccc3)cc2)cccc1[N+](=O)[O-]	-3	7%	2%	6%	-3	12%
COc1ccccc1NC(=O)CC(=O)CSc1nnc(-c2ccc(C)cc2)n1C	-3	1%	12µM*	0%	-2	3%
CC(=O)Nc1ccccc1C(=O)C(=O)Nc1cccc(C(=O)N2CCC3(CC2)OCCO3)c1	-12	1.9µM*	8%	0%	-1	1%
COc1ccc(NC(=O)c2ccc(-c3ccc(-c4noc(C)n4)cc3C)cc2)cc1OCCN(C)C	-11	.	.	.	-4	-8%&-4%
Cc1ccc2c(c1)nnn2C1CCN(S(=O)(=O)c2cccc(S(=O)(=O)N(C)C)c2)CC1	-22	?	10µM*	5%	8	7%
Cc1ccc(NC(=O)[C@@H](NC(=O)N2C[C@H]3C[C@@H](C2)c2cccc(=O)n2C3)C(C)C)cc1	-6	-10%	3%	-20%	-3	10%
Cc1cc(C)cc(OCC(=O)Nc2cc(NC(=O)COc3cc(C)cc(C)c3)cc(C(=O)O)c2)c1	-3	?	16%	-17%	-5	7%

Going on with the list.
SMILES	Shiga inhibitor	Pf growth 96h	Pf growth 48h	Sm TGR block	Cycloheximide cs	FBPA Giardia inh
COC(CNc1nc(SC)nc2sc3c(c12)CCN(C)C3)OC	-6	5.2µM*	?	1%	-3	-18%
COc1cc(C(=O)NCC(=O)N2CCN(S(=O)(=O)c3ccccc3)CC2)cc(OC)c1OC	.	-6%	?	-18%	.	.
Cc1cc(C)c(C(=O)NCC2CCCO2)c(C)c1C(=O)NCC1CCCO1 (stereo not drawn)	-5	30%	30%	-23%	8	0%
Cc1cc(C)cc(N2CN=c3s/c(=C\c4ccco4)c(=O)n3C2)c1	-3	71%[activator]	-12%	-14%	-2	-7%
CCCOc1ccc(CN(CCO)CCO)cc1[N+](=O)[O-]	19	?	?	2%	-2	-13%
CCN(CC(=O)Nc1ccc(NC(C)=O)cc1)C(=O)c1cc2ccccc2oc1=O	.	-16%	-22%	5%	.	.
Cn1cccc1Cc1nnc(SCC(=O)Nc2cccc(Cl)c2)n1-c1ccc(F)cc1	-14	8.3µM*	?	-26%	-7	-1%
Cc1c(NC(=S)N/N=C\c2ccccc2O)c(=O)n(-c2ccccc2)n1C	13	?	-17%	-18%	9	3%
COC(=O)C(NC(=O)CCc1c(C)nc2ncnn2c1C)C(C)C (stereo not drawn)	-8	13µM*	65%[activator]	15%	1	3%
Clc1ccc(Cc2ccc(Cl)nn2)c(Cl)c1	-9	0%	24%	18%	-4	-1%
Cc1cccc(NC(=S)NNC(=O)c2ccc(Br)o2)c1	40	47%[activator]	29%	14%	2	11%
COC(=O)Cn1cc(C(=O)c2ccccc2F)c2ccccc21	1	1.7µM*	7%	-13%	-2	-7%
COc1cc(C)nc(N2CCC(C(=O)NC3CCCCC3)CC2)n1	-25	18%	.	-11%	-2	8%
CCCNC(=O)COc1coc(CN2CCN(c3ccccc3)CC2)cc1=O	-7	?	11%	5%	1	.
COc1ccc2cc(C)c(SCC(=O)Nc3cc(C)on3)nc2c1	19	.	38%[activator]	0%	1	7%
Cc1cccc(OCC(O)Cn2ccnc2C)c1 (stereo not drawn)	-4	13%	-12%	-1%	-3	-14%
Nc1c([N+](=O)[O-])c(=O)sc2ccccc12	-7	-3%	23%	-1%	-3	-12%
CC(C)(C)c1ccc(C(=O)Nc2cccc(-n3cnnn3)c2)cc1	34*	?	28%	-10%	24*	.
Cn1c(SCC(=O)OC2CCCCC2)nnc1-c1ccc2c(c1)OCO2	19	58%[activator]	3%	-1%	1	6%
O=C(COC(=O)Cc1ccc2c(c1)OCCO2)Nc1ccc(S(=O)(=O)N2CCCC2)cc1	-31	.	-1%	4%	-5	-1%
COc1ccc(C2=CC(=O)CC(C)(C)C2)cc1OC	.	?	?	-5%	.	.
CCc1nnc(NC(=O)CSc2nnc(C3CC3)n2C)s1	0	0%	11%	1%	-1	.
COc1cccc(NC(=O)Nc2cccn(Cc3ccccc3)c2=O)c1	7	0%	?	-6%	7	-7%
CCOc1ccc(S(=O)(=O)N2CCC(C(=O)N3CCCC3)CC2)cc1C	-4	9%	-10%	1%	-6	6%
O=C(CNC(=O)c1ccccc1)OC(C(=O)Nc1cc(C(F)(F)F)ccc1Cl)c1ccccc1 (stereo not drawn)	-10	13µM*	.	9%	-3	2%

The listing continues.
SMILES	Shiga inhibitor	Pf growth 96h	Pf growth 48h	Sm TGR block	Cycloheximide cs	FBPA Giardia inh
Cc1cc(C)n(-c2nc(C)nc3c2cnn3-c2ccccc2)n1	-8	20%	7%	-1%	-2	0%
COc1ccc(CCNC(=O)COc2ccc(-c3ccc(C)cc3)cc2)cc1OC	-16	?	?	3%	-3	0%
COc1cccc(-c2nnn(CC(=O)NC3CCCC3)n2)c1OC	-10	9.3µM*	-4%	-27%	-4	1%
CC(C)Cc1nnc(NS(=O)(=O)c2ccc([N+](=O)[O-])cc2)s1	.	?	31%[activator]	?	-3	-13%
Cc1cc(C(=O)CSc2ccc(Cl)cc2)cc(C)c1OC(=S)N(C)C	90*	?	.	1%	36*	1%
Cc1ccc2c(COC(=O)c3n[nH]c4ccccc34)cc(=O)oc2c1	78*	-9%	80%[activator]	3%	32*	-1%
COc1ccc(C)cc1-n1c(SCC(=O)NCC2CCCO2)nc2c([nH]c3ccccc32)c1=O (stereo not drawn)	-7	?	9.3µM*	-2%	0	.
CCOC(=O)Cc1csc(NC(=O)c2cc3ccccc3o2)n1	54*	-26%	120%[activator]	4%	23*	-1%
Cc1ccc(C(=O)NNC(=O)c2csc(N3CCOCC3)n2)o1	.	25%	4%	5%	.	.
O=c1[nH]c2ccccc2n1CCCSc1cnc2ccccc2n1	-11	-2%	0%	-6%	-2	-4%
O=C1NN(c2ccccc2)C(=O)/C1=C\c1ccccc1OCC(=O)N1CCOCC1	-21	64%[activator]	30%	-9%	-1	.
CC(C)OC(=O)c1nnc(Cc2ccc(Cl)cc2)o1	-2	?	18%	-6%	-3	4%
CCCCN=C1NC(=O)C(CC(=O)NCCc2ccc(OC)cc2)S1 (stereo not drawn)	-4	?	?	?	3	-5%
CC(C)CN(C(=O)COC(=O)c1ccc(Br)cc1)c1c(N)n(Cc2ccccc2)c(=O)[nH]c1=O	.	?	?	-3%	.	.
O=C(Cn1cnc2cc([N+](=O)[O-])ccc2c1=O)NCc1ccccc1	-10	5%	-9%[5.75 µM]	-11%	-3	0%

For convenience, 18 of the compounds above:
SMILES	Shiga inhibitor	Pf growth 96h	Pf growth 48h	Sm TGR block	Cycloheximide cs	FBPA Giardia inh
O=C(COC(=O)Cc1ccc2c(c1)OCCO2)Nc1ccc(S(=O)(=O)N2CCCC2)cc1	-31	.	-1%	4%	-5	-1%
COc1ccc(C2=CC(=O)CC(C)(C)C2)cc1OC	.	?	?	-5%	.	.
CCc1nnc(NC(=O)CSc2nnc(C3CC3)n2C)s1	0	0%	11%	1%	-1	.
COc1cccc(NC(=O)Nc2cccn(Cc3ccccc3)c2=O)c1	7	0%	?	-6%	7	-7%
CCOc1ccc(S(=O)(=O)N2CCC(C(=O)N3CCCC3)CC2)cc1C	-4	9%	-10%	1%	-6	6%
O=C(CNC(=O)c1ccccc1)OC(C(=O)Nc1cc(C(F)(F)F)ccc1Cl)c1ccccc1 (stereo not drawn)	-10	13µM*	.	9%	-3	2%
Cc1cc(C)n(-c2nc(C)nc3c2cnn3-c2ccccc2)n1	-8	20%	7%	-1%	-2	0%
COc1ccc(CCNC(=O)COc2ccc(-c3ccc(C)cc3)cc2)cc1OC	-16	?	?	3%	-3	0%
COc1cccc(-c2nnn(CC(=O)NC3CCCC3)n2)c1OC	-10	9.3µM*	-4%	-27%	-4	1%
CC(C)Cc1nnc(NS(=O)(=O)c2ccc([N+](=O)[O-])cc2)s1	.	?	31%[activator]	?	-3	-13%
Cc1cc(C(=O)CSc2ccc(Cl)cc2)cc(C)c1OC(=S)N(C)C	90*	?	.	1%	36*	1%
Cc1ccc2c(COC(=O)c3n[nH]c4ccccc34)cc(=O)oc2c1	78*	-9%	80%[activator]	3%	32*	-1%
COc1ccc(C)cc1-n1c(SCC(=O)NCC2CCCO2)nc2c([nH]c3ccccc32)c1=O (stereo not drawn)	-7	?	9.3µM*	-2%	0	.
CCOC(=O)Cc1csc(NC(=O)c2cc3ccccc3o2)n1	54*	-26%	120%[activator]	4%	23*	-1%
Cc1ccc(C(=O)NNC(=O)c2csc(N3CCOCC3)n2)o1	.	25%	4%	5%	.	.
O=c1[nH]c2ccccc2n1CCCSc1cnc2ccccc2n1	-11	-2%	0%	-6%	-2	-4%
O=C1NN(c2ccccc2)C(=O)/C1=C\c1ccccc1OCC(=O)N1CCOCC1	-21	64%[activator]	30%	-9%	-1	.
CC(C)OC(=O)c1nnc(Cc2ccc(Cl)cc2)o1	-2	?	18%	-6%	-3	4%
